# Screens (PubChem BioAssay)
# Bim-Mcl-1: disrupts Bim peptide binding to human Mcl-1; Q07820; Bead-based flow cytometry, Bim peptide-Mcl-1 binding; inhibition, % at 10 µM; hit rate 0.1% among 190,000;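 further: 0% = no compound tracer wells and 100% = peptide blocker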
# RGS8-Gao reg: modulates binding of RGS8 to human Galphao; P09471; multiplexed bead flow cytometry; actives lie on both sides; response (percent of control binding), % at 10 µM; hit rate 0.34% among 220,000; in the data active means response below about 60% or above about 140%; inactive means in between;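 further: Galphao activated as the GDP aluminium fluoride complex binding bead-coupled RGS8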
# Mcl1-Noxa inh: disrupts binding of human Mcl-1 to Noxa peptide. AID 1022. hit rate 1.5% among 220,000. TR-FRET Mcl-1/Noxa peptide binding, 2 h. Q07820. inhibition, % at 21.7 µM;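 active means compounds that cut the protein-peptide binding signal by more than 50% relative to plate controls in a single-dose test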;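 further: His-tagged Mcl-1 with rhodamine Noxa BH3 peptide and terbium anti-His antibody; 0% = Mcl-1 plus Noxa peptide wells and 100% = peptide-only wells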
# Bim-Bcl-2: human Bim-Bcl-2 interaction inhibition; P10415; Bead-based flow cytometry, Bim peptide-Bcl-2 binding; inhibition, % at 10 µM; hit rate 0.06% among 190,000; in the data active means inhibition above about 40%; inconclusive means no clear call, values can overlap the other calls;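 further: 0% = no compound wells with probe peptide and 100% = reference peptide inhibitor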
# Target sequence (P10415 whole entry, looked up): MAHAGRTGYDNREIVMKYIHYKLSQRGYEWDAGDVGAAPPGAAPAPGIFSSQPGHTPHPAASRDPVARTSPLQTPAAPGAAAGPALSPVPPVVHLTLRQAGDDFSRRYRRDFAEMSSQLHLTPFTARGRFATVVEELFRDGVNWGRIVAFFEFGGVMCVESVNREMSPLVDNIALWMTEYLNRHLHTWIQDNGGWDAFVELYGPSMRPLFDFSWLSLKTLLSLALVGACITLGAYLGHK
# Bcl-XL Bim block: inhibitors of Bim-Bcl-XL interaction, human; Bim peptide-Bcl-XL binding, bead flow cytometry, fluorescence; hit rate 0.04% among 190,000; inhibition, % at 10 µM; Q07817
# Target sequence (Q07817 whole entry, looked up): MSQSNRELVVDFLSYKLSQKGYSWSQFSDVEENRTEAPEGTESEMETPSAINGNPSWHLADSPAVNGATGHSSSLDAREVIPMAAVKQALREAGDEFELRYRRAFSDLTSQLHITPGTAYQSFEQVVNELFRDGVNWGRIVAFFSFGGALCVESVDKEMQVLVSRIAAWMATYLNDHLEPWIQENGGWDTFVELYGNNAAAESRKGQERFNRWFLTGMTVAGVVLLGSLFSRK
# Bfl-1 Bim block: disrupts Bim binding to human Bfl-1. Q16548. Bead-based flow cytometry, Bim-Bfl-1 binding inhibition. inhibition, % at 10 µM. hit rate 0.12% among 190,000. AID 1008;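 further: 0% = wells without compound plus tracer and 100% = blocker peptide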
# RGS7-Gao reg: regulators of human RGS7-Galphao interaction. P09471. Multiplexed bead flow cytometry, RGS7-Galphao binding; actives lie on both sides. binding response (% of control), % at 10 µM. hit rate 0.35% among 220,000. AID 1439; in the data active means binding response below about 49% or above about 150%; inconclusive means no clear call, values can overlap the other calls; inactive means in between;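 further: fluorescent Galphao held in activated GDP-AlF4 state binding bead-coupled RGS7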
# Mcl1-Bid inh: Mcl-1/Bid interaction inhibition; inhibition, % at 21.7 µM; AID 1021; TR-FRET Mcl-1/Bid-Dy647 peptide binding, 1536-well; Q07820; hit rate 0.97% among 220,000;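 active means compounds that cut the binding signal by more than half at the single screening dose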;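 further: His-tagged Mcl-1 with europium anti-His antibody binding Bid BH3 peptide; 0% = Mcl-1 plus peptide wells and 100% = peptide-only wells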
# Bim-Bcl-B: human Bim-Bcl-B interaction inhibition | bead-based flow cytometry, Bim peptide-Bcl-B binding | inhibition, % at 10 µM | hit rate 0.073% among 190,000 | AID 951;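 further: 0% = tracer peptide without compound and 100% = reference inhibitor peptide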
# Target sequence (Q9HD36 whole entry, looked up): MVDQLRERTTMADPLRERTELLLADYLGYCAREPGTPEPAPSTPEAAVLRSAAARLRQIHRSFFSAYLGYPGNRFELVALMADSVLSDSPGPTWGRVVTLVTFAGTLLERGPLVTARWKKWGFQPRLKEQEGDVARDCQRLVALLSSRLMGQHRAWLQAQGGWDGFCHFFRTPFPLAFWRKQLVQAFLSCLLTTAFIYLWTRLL
# RGS4-Gao reg: human RGS4-Galphao interaction regulation; P09471; Multiplexed bead flow cytometry, RGS4-Galphao binding; actives lie on both sides; binding response (% of control), % at 10 µM; hit rate 0.33% among 220,000; AID 1415; in the data active means binding response below about 49% or above about 150%; inactive means in between;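 further: fluorescent Galphao activated with aluminum fluoride binding bead-coupled RGS4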
# Bcl-W Bim block: disrupts Bim peptide binding to human Bcl-W; Q92843; inhibition, % at 10 µM; hit rate 0.02% among 190,000; bead-based flow cytometry; AID 952;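 further: 0% = bound tracer without compound and 100% = peptide blocker; higher means less fluorescent Bim peptide bound to Bcl-W beads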
# Target sequence (Q92843 whole entry, looked up): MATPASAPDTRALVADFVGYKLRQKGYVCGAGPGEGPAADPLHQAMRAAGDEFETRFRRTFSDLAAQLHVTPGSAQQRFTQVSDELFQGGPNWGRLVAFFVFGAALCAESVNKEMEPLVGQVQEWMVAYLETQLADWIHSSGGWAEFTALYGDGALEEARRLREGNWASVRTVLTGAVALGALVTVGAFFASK
# * = called active by the depositor; u = inconclusive. Unless noted, no stated cut-off is given here; in the data, active means inhibition above about 40%.
SMILES,Bim-Mcl-1,RGS8-Gao reg,Mcl1-Noxa inh,Bim-Bcl-2,Bcl-XL Bim block,Bfl-1 Bim block,RGS7-Gao reg,Mcl1-Bid inh,Bim-Bcl-B,RGS4-Gao reg,Bcl-W Bim block
O=C(CN1CCC(c2nc3ccccc3s2)CC1)NCc1cccs1,1.0,99.5,-7.7,-8.0,-8.0,-12.0,100.2,-26.3,-6.0,99.2,-1.0
CC(C)c1ccc2[nH]c(O)c(N=NC(=O)c3cccc(S(=O)(=O)Nc4ccc(Cl)cc4)c3)c2c1,-2.0,92.0,10.9,-2.0,-1.0,-5.0,81.7,-8.1,-6.0,87.4,1.0
Cc1ccc(/C=N/NC(=O)C(C)NC(=O)c2ccccc2)cc1 (centres undefined),-4.0,104.1,9.9,0.0,0.0,5.0,100.8,-32.0,0.0,103.6,-3.0
CN(C)CCNC(=S)Nc1ccccc1Cl,0.0,97.1,10.4,-1.0,0.0,0.0,104.2,-50.0,0.0,96.9,0.0
O=C(NCc1cccnc1)c1cccc(S(=O)(=O)N2CCOCC2)c1,-1.0,103.0,3.5,0.0,0.0,-9.0,109.8,-12.7,-7.0,107.6,0.0
CCC(=O)N1CCc2cc(Br)cc(S(=O)(=O)NCCN3CCCCC3C)c21 (centres undefined),0.0,100.5,0.0,0.0,-2.0,-1.0,99.5,-19.9,0.0,100.2,-1.0
Cc1ccc2nc(C(F)OC(F)(F)F)[nH]c2c1 (centres undefined),-3.0,100.8,-10.3,-4.0,0.0,0.0,100.3,-20.6,-3.0,96.8,-4.0
O=C(C1=C(O)C(=O)N(CCN2CCOCC2)C1c1cccnc1)c1cc2ccccc2o1 (centres undefined),-5.0,101.6,11.3,-12.0,-7.0,-21.0,100.8,-11.3,-9.0,102.8,-7.0
O=S(=O)(NCc1ccccn1)c1cc(C(F)(F)F)ccc1Cl,0.0,99.6,23.1,-1.0,0.0,-2.0,104.2,-0.6,-2.0,98.0,-2.0
COc1cccc(CNCCNC(=O)c2ccco2)c1OC,-2.0,104.1,-0.9,-9.0,-11.0,-15.0,105.4,-36.8,-9.0,100.5,-1.0
CCc1cccc(CC)c1NC(=O)COC(=O)c1ccc2c(c1)S(=O)(=O)c1ccccc1C2=O,-3.0,101.3,5.4,-7.0,-7.0,-10.0,94.1,-30.2,-8.0,96.8,-6.0
Cc1cc(NC(=O)c2sccc2C)n(-c2nc3ccccc3[nH]2)n1,2.0,99.6,-22.2,-2.0,6.0,11.0,98.4,-15.5,2.0,102.6,10.0
CCOc1ccccc1CNCCN1CCOCC1,0.0,96.8,22.7,0.0,0.0,0.0,102.5,20.1,1.0,100.8,2.0
Cc1cc(C(=O)COC(=O)c2ccc[nH]c2=O)c(C)n1C,-2.0,97.9,-1.5,-1.0,-5.0,-2.0,97.1,-54.6,3.0,101.7,0.0
COc1cccc(-n2ccnc2SCC(=O)Nc2cc(OC)ccc2OC)c1,-10.0,99.1,19.7,-15.0,-11.0,-18.0,99.9,0.6,-9.0,101.2,-6.0
COC(=O)c1ccccc1NC(=O)CN(C1CCCCC1)S(C)(=O)=O,-3.0,103.5,-7.0,-1.0,-2.0,-1.0,98.6,-2.5,-4.0,100.1,0.0
COc1ccc(C)cc1NC(=O)COC(=O)Cc1ccc(-c2ccccc2)cc1,-4.0,96.7,5.9,-3.0,-7.0,0.0,101.3,-1.2,-7.0,99.5,-5.0
Cc1noc(C)c1COC(=O)C1COc2ccccc2O1 (centres undefined),3.0,102.0,8.6,-4.0,1.0,-6.0,98.2,-13.9,-4.0,101.8,5.0
CCCN1CCN(CCCNC(=O)CCn2nc(-c3ccccc3)ccc2=O)CC1,0.0,103.7,2.7,2.0,-2.0,0.0,98.6,-35.4,0.0,104.8,1.0
Cc1cc(Cl)c(S(=O)(=O)NCc2cccnc2)cc1OCC(=O)NC1CCCCC1,-3.0,99.1,15.7,-10.0,-12.0,-15.0,97.0,-1.6,-8.0,96.5,-3.0
CCOc1ccc(N(CC(=O)NCCc2ccc(OC)cc2)S(C)(=O)=O)cc1,2.0,103.0,-23.6,3.0,1.0,-1.0,102.1,-1.0,1.0,103.3,1.0
COc1ccc(N2C(=O)C(Cl)=C(Nc3ccccc3OC)C2=O)cc1,17.0,103.4,14.8,0.0,-1.0,0.0,101.1,-9.8,-18.0,103.1,-4.0
O=C(c1ccccc1F)N(Cc1ccccc1)C1CCS(=O)(=O)C1 (centres undefined),-2.0,91.5,-5.9,-2.0,-2.0,-1.0,86.5,-8.6,-1.0,86.5,0.0
Nc1c(-c2ccccc2)n[nH]c1-c1ccccc1,-1.0,92.7,8.1,0.0,0.0,-1.0,93.6,-26.4,-1.0,90.2,0.0
O=C(Nc1cc(C(F)(F)F)ccc1N1CCOCC1)c1c(F)c(F)c(F)c(F)c1F,0.0,101.3,12.4,0.0,0.0,0.0,101.7,-6.1,1.0,101.8,-1.0
CCOc1ccc2nc(C)cc(C(=O)O)c2c1,0.0,103.3,12.1,-3.0,0.0,-5.0,103.7,10.0,0.0,102.7,0.0
COc1ccc(OCC(=O)NCCc2ccc(S(N)(=O)=O)cc2)cc1,0.0,102.2,-11.2,-2.0,-1.0,-5.0,99.7,-18.9,-4.0,101.4,4.0
CCCC[N+](CC#Cc1ccccc1)(CCCC)CCCS(=O)(=O)[O-],-1.0,104.3,-2.3,-1.0,-3.0,-2.0,104.3,3.3,1.0,104.0,-4.0
CCOC(=O)CSc1nc(C(C)C)nc2ccccc12,-5.0,99.5,14.4,-9.0,-8.0,-17.0,102.3,-36.6,-8.0,103.8,-3.0
ON1C2CCCCC2N(O)C1c1c(F)c(F)c(F)c(F)c1F (centres undefined),-2.0,92.0,-6.4,0.0,0.0,3.0,96.8,-6.0,0.0,96.7,0.0
CCOC(=O)c1cc(-c2ccccc2)sc1NC(=O)C(C)Sc1nnnn1C (centres undefined),0.0,98.5,-19.1,-2.0,-1.0,-4.0,91.0,1.9,-2.0,90.6,-1.0
CC1(C)CC(=O)c2c(nc(SCC(=O)Nc3nsc(-c4ccccc4)n3)c(C#N)c2-c2ccccc2)C1,0.0,103.2,-11.4,-1.0,2.0,0.0,103.1,-16.8,2.0,105.0,2.0
CCc1sc(N)nc1-c1ccccc1,3.0,93.4,3.6,-7.0,-6.0,0.0,96.5,-34.4,-14.0,102.0,-3.0
COc1cc(/C=N/O)cc(Br)c1OCc1cccc(Cl)c1,1.0,99.8,-2.5,-6.0,-1.0,-1.0,99.7,-1.8,0.0,100.9,-2.0
CN1CCN(C(=O)C2CCN(c3ncc(C(F)(F)F)cc3Cl)CC2)CC1,1.0,93.1,-7.3,-2.0,0.0,-5.0,u,-14.5,0.0,97.2,-4.0
CC(C)C(=O)Nc1nc2c(c(=O)[nH]1)CCCC2,0.0,104.5,-8.3,-1.0,-1.0,-3.0,102.9,-9.0,1.0,102.7,-1.0
COc1ccc(/C=C(\C#N)C(=O)N2CCOCC2)cc1Br,-2.0,101.0,14.5,-1.0,-2.0,-2.0,98.8,-6.8,1.0,104.3,-1.0
CCn1cc([N+](=O)[O-])c(C(=O)N2N=C(c3cccc4ccccc34)CC2c2ccccc2O)n1 (centres undefined),-2.0,80.1,2.4,-5.0,-9.0,-1.0,94.8,10.9,-6.0,92.3,-5.0
O=C(Cn1ccc2ccccc2c1=O)NCCC(=O)Nc1ccc2c(c1)OCCO2,-2.0,99.0,6.3,-6.0,-1.0,-7.0,97.2,-21.3,-6.0,99.4,3.0
Cc1c(C(=O)Nc2nccs2)sc2nc(-c3cccs3)cc(C(F)(F)F)c12,3.0,98.6,8.6,0.0,1.0,0.0,103.7,1.4,-8.0,100.4,-5.0

# Looked up one by one from the entries so far, two records:
SMILES,Bim-Mcl-1,RGS8-Gao reg,Mcl1-Noxa inh,Bim-Bcl-2,Bcl-XL Bim block,Bfl-1 Bim block,RGS7-Gao reg,Mcl1-Bid inh,Bim-Bcl-B,RGS4-Gao reg,Bcl-W Bim block
COC(=O)c1ccccc1NC(=O)CN(C1CCCCC1)S(C)(=O)=O,-3.0,103.5,-7.0,-1.0,-2.0,-1.0,98.6,-2.5,-4.0,100.1,0.0
ON1C2CCCCC2N(O)C1c1c(F)c(F)c(F)c(F)c1F (centres undefined),-2.0,92.0,-6.4,0.0,0.0,3.0,96.8,-6.0,0.0,96.7,0.0

# Carrying on.
SMILES,Bim-Mcl-1,RGS8-Gao reg,Mcl1-Noxa inh,Bim-Bcl-2,Bcl-XL Bim block,Bfl-1 Bim block,RGS7-Gao reg,Mcl1-Bid inh,Bim-Bcl-B,RGS4-Gao reg,Bcl-W Bim block
CCOc1ccc2nc(-c3cc(NC(C)=O)ccc3O)sc2c1,1.0,107.2,-4.6,-2.0,0.0,-7.0,102.6,-26.1,-4.0,104.4,-1.0
Cc1cc([N+](=O)[O-])nn1CC(=O)Nc1nc2ccccc2s1,0.0,104.1,40.3,-2.0,1.0,0.0,99.6,-16.9,0.0,100.9,0.0
Oc1c(Cl)cc(Cl)cc1C=Nc1ccc(Br)cc1,0.0,104.6,27.7,-1.0,2.0,0.0,106.0,-31.8,2.0,107.4,0.0
Clc1cccc(C2CCN(Cc3nc(CC4CC4)no3)C2)c1 (centres undefined),4.0,105.9,4.5,-1.0,0.0,-1.0,98.8,-35.5,0.0,105.7,0.0
O=C(NNC(=O)c1cccs1)c1ccc(Br)o1,-2.0,104.4,3.1,3.0,-3.0,1.0,101.8,-23.4,-2.0,104.7,-1.0
O=C(Cn1c(-c2ccccn2)nc2ccccc21)NCCN1CCOCC1,-1.0,99.1,11.2,-4.0,0.0,1.0,96.3,-15.1,1.0,97.6,0.0
CC(C)(C)C(=O)Nc1ccccc1C(=O)OCC(=O)c1ccc2c(c1)OCCO2,2.0,99.1,-4.0,8.0,3.0,8.0,98.7,-14.4,4.0,99.3,1.0
Cc1ccc(-c2csc(NC(=O)c3ccno3)n2)cc1,-1.0,100.9,55.8*,-6.0,1.0,-8.0,95.5,16.1,-6.0,97.7,-2.0
COC(=O)N/N=C1\CCCc2ccccc21,-6.0,102.4,21.5,0.0,-7.0,-1.0,99.9,-15.1,-8.0,104.5,-3.0
COc1ccc(C(=O)Nc2ccccc2-c2nnn(CC(=O)N3CCOCC3)n2)cc1,3.0,99.9,5.1,0.0,1.0,-2.0,102.6,-20.2,0.0,97.6,0.0
COc1ccccc1S(=O)(=O)Nc1ccc(-c2nnc3n2CCCCC3)cc1,0.0,93.6,0.6,0.0,-4.0,-3.0,95.0,-3.4,-2.0,92.3,-1.0
CC(=O)c1c(C)[nH]c(C(=O)OCC(=O)Nc2cc(C)on2)c1C,-2.0,99.7,-5.6,-2.0,-3.0,0.0,98.5,-5.7,-6.0,99.5,0.0
Cc1cccc(NC(=O)CN(c2ccc(F)cc2)S(C)(=O)=O)c1,0.0,102.0,15.1,-2.0,-2.0,-6.0,101.8,-4.1,-8.0,100.5,1.0
NC(=O)c1ncn([C@@H]2O[C@H](CO)[C@@H](O)[C@H]2O)n1,1.0,101.9,6.6,0.0,-1.0,-2.0,105.1,-1.1,-1.0,100.1,2.0
CS(=O)(=O)N1CCc2cc(C(=O)N3CCCC3)ccc21,-2.0,103.3,11.3,-6.0,-2.0,-7.0,103.9,-5.6,-4.0,105.6,-1.0
CC(C)c1nnc(NC(=O)CCC(=O)NCc2ccco2)s1,-2.0,104.9,-3.1,0.0,-2.0,-5.0,102.3,-1.9,-2.0,103.6,-3.0
